Source: PubChem BioAssay
TNAP activators – human TNAP enzyme activators, primary screen, biochemical, luminescent, no phosphate acceptor, uHTS (AID 1001). Alkaline phosphatase, tissue-nonspecific isozyme (Homo sapiens). purified TNAP, luminescent activation assay, no phosphate acceptor; higher activation fold means a stronger effect. one-dose activation fold at 20 µM; EC50 in µM for titrated hits. 0.03% of 200,000 active; in the data active means activation fold from about 3, or a potency from the dose series; inactive means the rest, 99 in 100 with activation fold below about 1.6; further: many of its hits are not listed in these tables
PMI inhibitors – inhibitors of human PMI, primary screen, biochemical, fluorescence intensity, coupled assay (AID 1209); Mannose-6-phosphate isomerase (Homo sapiens); purified PMI enzyme, coupled fluorescence intensity; higher % means a stronger effect; one-dose inhibition, % at 20 µM; IC50 in µM for titrated hits; 0.42% of 190,000 active;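 further: plate controls were DMSO vehicle for no effect and wells lacking substrate for full effect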
ER stress rescue – rescue of cells from ER stress-induced death, primary screen, 384-well, CSM14.1, thapsigargin, ATP luminescence (AID 1222). cellular ATP content (survival), % at 20 µM; hits with a dose series show EC50 in µM. 190,000 tested, under 10 active. CSM14.1 thapsigargin-induced death rescue, ATP luminescence; higher % means a stronger effect;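 active means EC50 below 50 µM in the dose-response confirmation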;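 further: death triggered by thapsigargin at about 15 µM added after 2 h compound pretreatment; cell ATP read after overnight thapsigargin exposure of roughly 18 to 22 hours; normalized against plate controls of thapsigargin alone and 5% DMSO vehicle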
Myeloid diff 2 – induction of myeloid progenitor differentiation, primary screen, cell-based, flow cytometry, MLPCN library. ER-HoxA9 myeloid progenitors, lysozyme-GFP differentiation. calls only at 10 µM. 1% of 360,000 active;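 active means normalized GFP-positive differentiation at or above the plate's own cutoff, the solvent-only control mean plus 3 SD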;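 further: cells exposed to compound for four days before flow analysis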
WT yeast gro inh – growth inhibition of WT strain, primary screen, mitochondrial fusion inhibitor project, WT and mutant strains, chemical genetic | inhibition, % at 10 µM | mitochondrial fusion phenotypic screen | 2.1% of 190,000 active; in the data active means inhibition above about 58%; tested in S. cerevisiae
human PMI inhibitors – human PMI inhibitors, high substrate, primary screen, biochemical, fluorescence intensity, high mannose 6-phosphate (AID 1220) | Mannose-6-phosphate isomerase (Homo sapiens) | recombinant PMI enzyme, coupled fluorescence intensity; higher % means a stronger effect | inhibition, % at 20 µM; hits with a dose series show IC50 in µM | 0.66% of 190,000 active
Hep lipid drop – inhibitors of hepatocyte lipid droplet formation, primary screen, imaging, high-throughput imaging, BODIPY stain | AML12 mouse hepatocytes, oleate lipid droplets | inhibition, % at 6.5 µM | 0.4% of 240,000 active;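 active means lipid droplet intensity inhibited by at least 50%, with more than 500 cells counted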
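System: AML12 hepatocytes (mouse). Probe or stimulus: oleic acid at 100 µM to induce lipid droplet formation. Times: overnight treatment with compound plus oleate. Detection: Image-based BODIPY and DAPI two-channel analysis. Evaluation: percent inhibition of filter-corrected integrated lipid droplet intensity per well.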
P. falciparum M1AAP – P. falciparum M1AAP inhibitors, biochemical, fluorogenic H-Leu-NHMec substrate, 1536-well (AID 1445) | Aminopeptidase N (Plasmodium falciparum (isolate 3D7)) | recombinant M1AAP, H-Leu-NHMec fluorogenic kinetic assay; higher % means a stronger effect | one-dose inhibition, % at 30 µM; IC50 in µM for titrated hits | 0.42% of 220,000 active;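 active means primary inhibition above the hit cutoff, then over 50% inhibition at one or more dose response concentrations, cut at about 23% in these data, passing the limit was not always enough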;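 further: plate controls were DMSO full reaction for no effect and no enzyme background for full effect; strong numbers were not always called active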
K1F lysis inhibition – inhibition of K1F phage lysis, E. coli UTI89, bacterial capsule biogenesis inhibitors, alamar blue (AID 488966) | E. coli UTI89 K1F phage lysis, alamar blue, 2 h; higher % means a stronger effect | inhibition, % at 100 µM; hits with a dose series show IC50 in µM | 0.02% of 340,000 active;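 active means phage lysis inhibition, versus mean bacterial control, above a set limit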;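 further: capsule biogenesis inhibitors block K1F phage lysis so surviving cells raise fluorescence; higher fluorescence means more inhibition of phage lysis; actives were called in the ten point dose series up to 300 µM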
WT yeast gro inh mutant strain – also measured in WT yeast gro inh; calls as there; inhibition, %; mitochondrial fusion phenotypic screen, mutant strain inhibition
Hep lipid drop cells 6.5 µM – recorded beside Hep lipid drop, whose call it bears; cell count; measured here: cell count, cytotoxicity flag;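 cells counted across two imaged fields per well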
Myeloid diff 2 GFP+ MAC1+ % – further read-out of Myeloid diff 2, marked with its call; GFP+ MAC1+ double positive, %; measured here: differentiation confirmed by MAC1 staining
* = called active by the depositor; i = inactive; x = no result given; [ ] = dose if it differs, or a comment. Unless noted, no stated cut-off is given here; in the data, active means inhibition above about 50%; inactive means the rest.

structure	TNAP activators	PMI inhibitors	ER stress rescue	Myeloid diff 2	Myeloid diff 2 GFP+ MAC1+ %	WT yeast gro inh	WT yeast gro inh mutant strain	human PMI inhibitors	Hep lipid drop	Hep lipid drop cells 6.5 µM	P. falciparum M1AAP	K1F lysis inhibition
C=CCSc1nc2c(c(=O)[nH]c(=O)n2C)n1C/C=C(/C)Cl	1	-6%	-1.2%	i	0.3	18	23	3%	x	x	8%	-0.1%
O=C(CCC(=O)OCc1ccc([N+](=O)[O-])cc1)Nc1ccccc1Cl	1.1	3%	-0.7%	i	0.3	17	-1	-4%	-6	764	-1%	2.7%
CC(C)NC(=O)COc1cccc2ccccc12	2.2	9%	-1.0%	i	0.1	-1	4	26%	3	727	3%	1.2%
CCN(CC)C(=O)C12CC3CC(CC(Cl)(C3)C1)C2	1.1	4%	-0.8%	i	0.5	6	4	-3%	18	694	11%	4.6%
CCOC(=O)n1c(=O)oc2cc(S(=O)(=O)N3CCOCC3)ccc21	1.1	4%	0.8%	i	3.5	-11	-7	1%	x	x	0%	-0.4%
COc1ccc(N=Cc2c(O)n(-c3ccc(OC)cc3)c(=O)c3ccccc23)cc1	1	-3%	0.1%	x	x	-5	8	0%	-15	732	4%	-0.2%
CCNS(=O)(=O)c1ccc(CCC(=O)Nc2ccccc2)cc1	1.2	2%	0.2%	i	0.1	4	6	1%	33	671	4%	-0.4%
CN(C)S(=O)(=O)c1cccc(-c2cn3cccnc3n2)c1	1.1	-15%	-1.8%	i	1.7	14	16	-4%	-5	655	7%	0.5%
CCOc1ccc2c(c1)sc(=NC(=O)C1CC1)n2C	1.1	17%	1.5%	i	6.1	-7	26	7%	8	743	12%	1.0%
CCCS(=O)(=O)N1CCC(C(=O)NCCN(C)Cc2ccccc2)CC1	1.1	1%	2.7%	i	0.8	8	9	6%	x	x	-4%	1.2%
CCOC(=O)N1CCC(NC(=O)C2CCCN(C(=O)N3CCOc4ccccc43)C2)CC1 (stereo unspecified)	1.1	4%	0.8%	x	x	-15	15	-2%	5	765	7%	0.3%
CS(=O)(=O)N(CC(=O)Nc1ccc(Cl)c(Cl)c1)C1CCCCC1	1.2	11%	-0.6%	i	2.6	7	-5	10%	18	753	-2%	-0.2%
COc1ccc(NS(=O)(=O)c2cccc(NC(=O)CNC(C)=O)c2)cc1	x	x	x	i	0.9	x	x	x	0	772	1%	0.1%
Cn1nnc2c(sc3nc(N4CCOCC4)c4c(c32)CCCC4)c1=O	1.1	11%	0.3%	i	1.0	-19	-3	8%	25	660	2%	0.2%
O=C(CCl)NC1(C(F)(F)F)C(=O)Nc2c1c(=O)[nH]c(=O)n2-c1ccccc1 (stereo unspecified)	x	x	x	i	0.5	x	x	x	19	713	3%	-1.0%
COC(=O)c1[nH]c2ccc(C)cc2c1NS(=O)(=O)c1ccc(F)c(C)c1	1	16%	-1.0%	i	1.0	-4	9	12%	x	x	-1%	0.5%
O=C1CC(Cc2ccc(Cl)cc2)C(=O)N1c1ccncc1 (stereo unspecified)	1.1	-6%	-2.5%	i	0.8	1	1	-5%	-4	684	-1%	0.5%
C=C(C)CSc1nnc(-c2ccc(C)cc2)n1N	1.1	-5%	11%	i	0.4	-6	1	-12%	-3	804	5%	0.2%
O=C(CCc1ccccc1)Nc1cc(NC(=O)CCc2ccccc2)cc(C(=O)O)c1	1.1	64%*	-0.3%	i	0.5	-1	-9	-8%	x	x	2%	-0.2%
Cc1ccnc(NC(=O)COC(=O)C2COc3ccccc3O2)n1 (stereo unspecified)	1	-9%	-1.4%	i	2.5	-4	-8	-13%	2	671	6%	0.0%
CCc1ccc(NC(=O)Nc2cccc(OC)c2)cc1	1.1	2%	-0.9%	i	0.7	14	7	3%	-4	658	1%	0.4%
O=C(NCc1ccccc1)c1ccc(=O)[nH]n1	1.1	-7%	-0.9%	i	0.9	11	25	-3%	x	x	0%	0.4%
CCC(=O)N1CCc2cc(S(=O)(=O)CCC(=O)Nc3ccc(F)c(F)c3)ccc21	1.2	-2%	1.1%	i	0.7	16	24	-4%	1	785	3%	-2.1%
CCC(C)NC(=O)CSc1nc(-c2cccs2)cc(C(F)(F)F)n1 (stereo unspecified)	0.9	-4%	-1.1%	i	1.4	18	21	-8%	-14	773	18%	4.4%
CC1=NN(c2ccccc2)C(=O)C1C(=O)C(=O)Nc1ccc(F)cc1 (stereo unspecified)	1	-38%	-0.9%	i	0.9	2	1	4%	2	714	4%	-0.6%
Cc1ccc(Cn2c(SCCN3CCCCC3)nc3c2c(=O)[nH]c(=O)n3C)cc1	0.9	8%	x	i	1.4	0	7	8%	4	663	2%	-0.4%
O=C(NCC1CCCO1)/C(=C\c1ccc(Cl)cc1)NC(=O)c1ccccc1 (stereo unspecified)	1	0%	-2.3%	i	0.3	-2	3	2%	x	x	-3%	0.2%
CCCC(=O)N1CC2(C)CN(C(=O)CCC)CC(CCC)(C1)C2=O	1	-3%	3.8%	i	0.5	33	29	-11%	20	775	8%	-0.1%
CCOC(=O)N1CCc2c(sc(NC(=O)CN3CCN(C)CC3)c2C(=O)Nc2ccccc2)C1	1.1	16%	1.6%	i	0.3	-6	-4	15%	-23	723	-1%	0.1%
Cc1cccc(Nc2nn3c(=O)c4ccccc4nc3s2)c1	1.1	3%	-1.4%	i	1.5	-22	-3	0%	x	x	5%	0.0%
Nc1nnc(CC(=O)N2CCCCC2)s1	1.1	10%	1.5%	i	1.0	-17	3	0%	8	771	-1%	0.7%
CCC1Oc2ccc(C)cc2N(CC(=O)NCCN2C(C)CCCC2C)C1=O (stereo unspecified)	1.1	5%	-0.7%	i	4.9	10	14	2%	-15	699	-1%	3.4%
CC/C(=C\C1CCCCC1)C(NP(=O)(c1ccccc1)c1ccccc1)c1ccccc1 (stereo unspecified)	1.6	15%	1.2%	i	0.9	79*	-0.1*	17%	x	x	6%	0.1%
CCOC(=O)c1[nH]c(C)c(C(=O)NCc2ccccn2)c1C	1.1	0%	-0.3%	i	0.5	-4	-6	2%	9	692	-3%	6.5%
COc1cc(/C=C/c2sc3ccccc3[n+]2CCCS(=O)(=O)[O-])ccc1O	0.4	13%	-0.5%	i	1.0	46	44	36%	-12	396	13%	-0.2%
CCOC(=O)c1oc2cc(O)ccc2c(=O)c1-c1ccc(OC)cc1	1.1	-9%	-0.7%	i	0.7	40	13	4%	x	x	8%	0.0%
CCn1nc(NC(=O)c2ccccc2)c2cc3cccc(C)c3nc21	x	x	x	i	0.2	x	x	x	-6	716	9%	-0.8%
CCOC(=O)C1=C(C)C2C3C(=O)N(c4ccccc4C)C(=O)C3C1(C)C1C(=O)N(c3ccccc3C)C(=O)C21 (stereo unspecified)	1	3%	-2.9%	i	0.6	1	2	18%	-2	558	1%	0.3%
Cc1cc(-c2nc3ccccc3o2)c2ccccc2n1	1	-4%	0.3%	i	0.9	7	21	10%	x	x	4%	0.3%
CC(=O)C1=NOC(CNC(=O)c2c(-c3ccccc3Cl)noc2C)C1 (stereo unspecified)	1.1	3%	1.5%	i	0.7	7	6	13%	x	x	1%	-0.1%
c1ccc2c(CN3CCOCC3)c3ccccc3c(CN3CCOCC3)c2c1	1.1	16%	1.4%	i	1.6	-8	-6	12%	x	x	-2%	-5.5%
CN(C)c1ccc(/C=N/NC(=S)NCc2ccco2)cc1	1	-8%	-1.2%	i	0.3	11	-8	-2%	22	759	12%	5.3%
COc1ccc(CC(C(=O)Nc2cccc(F)c2)c2nn[nH]n2)c(OC)c1 (stereo unspecified)	1.2	-7%	-1.8%	i	0.5	3	-2	7%	x	x	-3%	-0.1%
O=C(Oc1ccccc1O)c1cccc2ccccc12	0.8	19%	2.3%	i	0.0	-3	-4	9%	18	712	7%	x
O=C(CCNS(=O)(=O)c1ccc2c(c1)CCC(=O)N2)NCc1cccnc1	1.1	3%	-2.3%	i	0.8	-1	10	0%	x	x	5%	0.5%
Cn1c(Cn2c(=O)sc3ccccc32)nnc1SCC(=O)Nc1ccc2c(c1)OCO2	x	x	x	i	1.1	11	3	x	x	x	1%	1.0%
CN=C(C)/C(C(=O)OC)=C(/O)c1ccccc1F	x	x	x	i	0.8	x	x	x	8	720	4%	1.6%
O=c1c2ccc(Cl)cc2[nH]c(=S)n1CCC1=CCCCC1	1.2	4%	-3.0%	i	0.6	8	10	-6%	20	563	-2%	0.7%[50 µM]
O=c1c2cc(NC(=S)N3CCCCCC3)ccc2nc2n1CCCCC2	1.1	3%	-0.1%	i	0.3	-21	10	4%	-5	690	2%	0.9%
COc1ccc(OC)c(NC(=O)c2sc3nc(Cc4ccccc4)cc(C(F)(F)F)c3c2N)c1	1.1	9%	-2.1%	i	0.9	3	-2	1%	-6	743	2%	9.8%
Cc1ccc(C(=O)NC(=S)NCCCN2CCOCC2)cc1	1.1	10%	-0.5%	i	0.2	-1	4	17%	-8	725	1%	0.2%
O=C1CCC/C(=N\NC(=O)c2ccc(NS(=O)(=O)c3ccc(Br)cc3)cc2)C1	1.1	-34%	-3.4%	i	0.4	1	-21	-21%	0	634	7%	-0.7%[50 µM]
Cc1cc(Cl)ccc1NC(=O)C1CCCN1C(=O)c1cccs1 (stereo unspecified)	1.1	-1%	7.1%	i	1.2	-1	13	4%	5	601	3%	0.3%
C=CCn1c(=O)c2ccc(C(=O)NCc3ccccc3)cc2n(Cc2ccc(Cl)cc2)c1=O	1.2	8%	-1.5%	i	0.7	2	2	0%	-2	672	6%	1.4%
CC(=O)NCCN1C(=O)S/C(=C\c2cccs2)C1=O	1	-1%	0.5%	i	0.1	2	4	9%	16	682	14%	-0.6%

Record cards, from the list above:
CC(=O)NCCN1C(=O)S/C(=C\c2cccs2)C1=O is entered as TNAP activators = 1; PMI inhibitors = -1%; ER stress rescue = 0.5%; Myeloid diff 2 = i; Myeloid diff 2 GFP+ MAC1+ % = 0.1; WT yeast gro inh = 2; WT yeast gro inh mutant strain = 4; human PMI inhibitors = 9%; Hep lipid drop = 16; Hep lipid drop cells 6.5 µM = 682; P. falciparum M1AAP = 14%; K1F lysis inhibition = -0.6%
COc1cc(/C=C/c2sc3ccccc3[n+]2CCCS(=O)(=O)[O-])ccc1O is entered as TNAP activators = 0.4; PMI inhibitors = 13%; ER stress rescue = -0.5%; Myeloid diff 2 = i; Myeloid diff 2 GFP+ MAC1+ % = 1.0; WT yeast gro inh = 46; WT yeast gro inh mutant strain = 44; human PMI inhibitors = 36%; Hep lipid drop = -12; Hep lipid drop cells 6.5 µM = 396; P. falciparum M1AAP = 13%; K1F lysis inhibition = -0.2%
